hERG WT inh – blocks the wildtype human KCNH2 potassium channel; actives 0.37% (n = 340,000); U2OS, BacMam KCNH2, thallium flux FluxOr; active compounds read low; activity change, % at 1.84 µM;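 active = maximum activity change below -70%; inconclusive = maximum activity change between -70% and -50%; inactive = maximum activity change above -50%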; note: % is set by controls: 0 for no effect and ±100 for the full control effect
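U2OS cells were transduced with wild-type KCNH2 virus (2.03 x 10^8 / mL) for 4 h at room temperature, then cultured overnight at 37 C. Thallium flux was read with FluxOr dye. Rate constants were normalized to DMSO controls.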
A-T KAP1 phos – potential ataxia-telangiectasia treatments restoring KAP-1 phosphorylation | […] A-T fibroblasts, KAP-1 phosphorylation AlphaLISA; neocarzinostatin DNA damage 30 min before lysis | Potency, µM (highest dose often 57.5 µM), without a hit: at the highest dose activation, actives largely listed as activators | actives 0.19% (n = 320,000); note: potency is the fitted concentration of half-maximal effect; % of control where 0% means no effect; nearly all actives have a fitted effect of over 45% in size
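hTERT-immortalized A-T patient fibroblasts ([…]), 500 cells/well in OPTI-MEM, 1% FBS, got compounds for 60 min, then NCS for 30 min at 37C. Lysates were then assayed for phospho-KAP-1 by AlphaLISA (anti-pKAP1 donor, anti-KAP1 acceptor beads), 6 hr at 25C.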
KCNH2 3.1 block – KCNH2 3.1 (human) potassium channel inhibition. U2OS KCNH2 3.1, thallium flux FluxOr; active compounds read low. activity change, % (tested at about 1.8 µM). actives 0.95% (n = 340,000). AID 720553;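 active = maximum activity change below -70%; inconclusive = maximum activity change from -70% to -50%; inactive = maximum activity change above -50%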;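 note: thallium influx rate constant from kinetic fluorescence after stimulation buffer; % is set by controls: 0 for no effect and ±100 for the full control effect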
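Steps: virus added to U2OS suspension (4 h, RT, dark); medium with 10% FBS added, cells plated, 37 C overnight; FluxOr/Red40 loading buffer 45 min RT; stimulation buffer, 2 min kinetic read; rate constant normalized.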
TRPV1 ag – activates the human vanilloid receptor TRPV1; Q8NER1; TRPV1-expressing cells, Fluo-8 calcium influx, agonist mode; activation, % at 8.33 µM; actives 0.19% (n = 320,000); AID 540275; in the data active = activation above about 80%; inconclusive = between about 30% and that limit; note: 0% is about no effect
Target sequence (Q8NER1 whole entry, looked up): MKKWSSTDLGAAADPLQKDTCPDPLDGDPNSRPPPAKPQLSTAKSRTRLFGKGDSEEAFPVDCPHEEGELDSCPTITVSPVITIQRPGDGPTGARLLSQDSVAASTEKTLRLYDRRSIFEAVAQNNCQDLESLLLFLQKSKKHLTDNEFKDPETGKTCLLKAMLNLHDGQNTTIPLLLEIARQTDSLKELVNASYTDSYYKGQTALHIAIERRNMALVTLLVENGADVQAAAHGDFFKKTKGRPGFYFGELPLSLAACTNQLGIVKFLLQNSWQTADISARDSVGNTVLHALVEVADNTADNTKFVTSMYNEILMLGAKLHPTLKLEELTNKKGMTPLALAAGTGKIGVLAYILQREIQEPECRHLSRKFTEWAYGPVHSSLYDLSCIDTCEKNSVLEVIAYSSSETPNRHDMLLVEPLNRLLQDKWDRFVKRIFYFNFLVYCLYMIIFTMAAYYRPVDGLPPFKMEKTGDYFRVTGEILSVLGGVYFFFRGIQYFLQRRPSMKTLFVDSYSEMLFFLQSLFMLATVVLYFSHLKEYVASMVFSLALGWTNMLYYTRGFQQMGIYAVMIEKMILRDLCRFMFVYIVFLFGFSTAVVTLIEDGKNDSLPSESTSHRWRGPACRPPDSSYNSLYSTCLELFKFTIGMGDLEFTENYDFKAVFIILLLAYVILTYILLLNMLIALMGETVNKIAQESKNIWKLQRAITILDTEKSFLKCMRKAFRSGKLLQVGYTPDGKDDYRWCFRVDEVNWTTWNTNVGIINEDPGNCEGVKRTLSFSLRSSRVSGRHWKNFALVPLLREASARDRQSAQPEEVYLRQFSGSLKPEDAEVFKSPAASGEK
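Fluo-8 calcium influx in TRPV1-expressing cells, kinetic read (ex 480/em 520 nm). Compound added and read 3 min for agonist activity, followed by capsaicin at EC20 final and 2 min further read for enhancement.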
a7 integrin act – integrin-mediated muscular dystrophy alleviation activation. alpha7betagal myoblasts, beta-gal FDG fluorescence, 48 h. Potency, µM (highest dose often 38.3 µM), inactives show at the top dose activation, usual class: activators. actives 0.064% (n = 350,000). AID 624291;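 note: potency is the fitted concentration of half-maximal effect; 100% = response of the positive control SU9516; nearly all actives have a fitted effect of over 60% in size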
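Alpha7betagal+/- myoblasts (passage 13) were plated 16-24 hr, then exposed to compounds (1:260 dilution of DMSO stock) for 48 hours at 37C. After MPER lysis, β-galactosidase reporter activity was read as FDG fluorescence (ex 480/em 540) after 30 minutes.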
MLL CXXC-DNA inh – blocks binding of human MLL CXXC domain to DNA; Q03164; MLL-CXXC / FITC-HOXA9 DNA fluorescence polarization; Potency, µM (highest dose often 115 µM), without a hit: at the highest dose activity change, negative = inhibition, most hits filed as inhibitors; actives 0.037% (n = 290,000); active = well fitted inhibition curve with a large enough effect in the polarisation, with a control signal flat, not every such curve was filed as active; inconclusive = small, poorly fitted or top-dose-only effect, or effect the other way, or a change in a side signal; inactive = no such curve, though single readings can be large or run the other way; the % refers to the polarisation; note: potency is the fitted concentration of half-maximal effect
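Steps: dispense CXXC domain solution (7 uM) → pin compounds or unlabeled HOX-A9 DNA control → 5 min ambient → add FLSN-HOX-A9 solution (50 nM) → spin → 30 min ambient → fluorescence polarization. Tris pH 7.5/NaCl/DTT/BSA buffer.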
MBNL1-CUG inh – blocks human MBNL1 binding to CUG repeat RNA | AID 2675 | Q9NR56 | Potency, µM (doses to about 57.5 µM), for inactives: top-dose activity change, negative = inhibition, most hits filed as inhibitors | actives 0.036% (n = 280,000) | TR-FRET MBNL1-His/biotin-(CUG)12 binding, 665/545 ratio; active = well fitted inhibition curve with a large enough effect in the signal ratio, with a control signal flat, not every such curve was filed as active; inconclusive = small, poorly fitted or top-dose-only effect, or effect the other way, or a change in a side signal; inactive = no such curve, though single readings can be large or run the other way; the % refers to the signal ratio; note: potency is the fitted concentration of half-maximal effect; % is set by controls: 0 for no effect and ±100 for the full control effect
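His-tagged MBNL1 binding to biotinylated (CUG)12 RNA was measured by TR-FRET using terbium anti-His antibody (0.055 ng/ul final) and streptavidin-XL665 (5 nM final). Compounds were titrated 92 nM to 58 uM; 60 min at room temperature.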
S-ASM inh – blocks human secretory acid sphingomyelinase | P17405 | placental ASM, HMU-PC fluorogenic substrate, 60 min | Potency, µM (top dose mostly 57.5 µM), without a hit: at the highest dose activity change, negative = inhibition, most hits filed as inhibitors | actives 0.006% (n = 340,000) | AID 504937; note: potency is the fitted concentration of half-maximal effect
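HMU-PC0 cleavage (9 uM final) by human placental ASM, 60 min at 37 °C following 10 min compound exposure at RT; stopped at pH 10, fluorescence Ex 386/Em 447 nm.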
FBPA coupling cs – counter-screen for Giardia aldolase inhibitors: coupling enzyme system; AID 2472; actives 0.67% (n = 290,000); coupling enzyme system counterscreen, AmpLite Red fluorescence; activity change, negative = inhibition, % at 58.2 µM, hits read low; in the data active = activity change below about -30%; note: % is set by controls: 0 for no effect and ±100 for the full control effect
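Fluorescence at 525 nm excitation and 598 nm emission measured inhibition of the coupled detection system without aldolase. Compounds (at 57.5 uM final) were preincubated 10 min at room temperature with coupling enzyme reagent before a 20 min substrate/AmpLite Red step.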
GALK inhibitor – inhibitors of human galactokinase; Purified GALK, Kinase-Glo residual ATP luminescence; Potency, µM (top dose mostly 57.5 µM), without a hit: at the top dose activity change, negative = inhibition, actives largely listed as inhibitors; actives 0.007% (n = 270,000); note: potency is the fitted concentration of half-maximal effect; % is set by controls: 0 for no effect and ±100 for the full control effect
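Kinase-Glo Plus luminescence measured ATP left after a 1 h room-temperature reaction. The reaction used 5 nM GALK, 100 uM galactose and 35 uM ATP at pH 8.0 (20 mM HEPES, 5 mM MgCl2, 60 mM NaCl, 1 mM DTT, 0.01% BSA).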
* hit, by the source's call; i = inactive; ? = inconclusive; . = not tested or not shown; [ ] = another dose, or the depositor's remark. Unless noted, calls come from the whole dose curve; as a rule, active = well fitted curve in the direction sought with a large enough effect; inconclusive = small, poorly fitted or top-dose-only effect, or another doubt; inactive = no such curve, though single readings can be large; an effect the other way counts as inactive or inconclusive.

SMILES | hERG WT inh | A-T KAP1 phos | KCNH2 3.1 block | TRPV1 ag | a7 integrin act | MLL CXXC-DNA inh | MBNL1-CUG inh | S-ASM inh | FBPA coupling cs | GALK inhibitor
CCC(C)(C)NC(=O)C(c1ccc(OC)cc1)N(C(=O)CCC(=O)Nc1cc(C)on1)c1ccc(OC)c(OC)c1 (stereo not given) | -13 | 4% | -1 | -1 | 0% | -4% | -1% | 1% | 0 | 8%
O=C(OCc1ccccn1)c1ccc(COc2ccc3ccccc3c2)o1 | -6 | 6% | -20 | 19 | -11% | -1% | 3% | -10% | 0 | -1%
CC(=O)N1CCN(C(=O)C(Cc2ccccc2)NC(=O)c2ccccc2)CC1 (stereo not given) | 8 | -3% | -5 | 0 | -30% | . | . | 1% | . | .
CC(NC(=O)CNC(=O)c1ccco1)c1ccccc1 (stereo not given) | 4 | -1% | -7 | 0 | -31%[inhibitor] | -1% | 1% | -1% | -1 | -2%
CCC(C)(C)NC(=O)C(c1ccc(C)cc1)N(Cc1ccco1)C(=O)Cn1nnc2ccccc21 (stereo not given) | -7 | -2% | -25 | 15 | 9% | -2% | -6% | -1% | -10 | -4%
CCCn1nc(NC(=O)c2cccs2)c2cc3ccccc3nc21 | 14 | 25% | 9 | ? | 7% | 0% | ? | 184%[activator] | . | -1%
CC(=O)C(=Nc1ccc(Cl)cc1Cl)NNc1cccc(Cl)c1 | -2 | -2% | -3 | ? | -28% | -4% | 6% | -23% | -5 | 0%
O=C(Nc1ccc(Cl)cc1)N(C1=NCCC1)c1ccc(OC(F)F)cc1 | 17 | 0% | -5 | 19 | 8% | -4% | 4% | -22% | -9 | 0%
COP(=O)(OC)c1nc(-c2cccc3ccccc23)oc1NCc1ccccc1 | -4 | 14% | -9 | 18 | -7% | 2% | 18% | i | -1 | 0%
O=C(c1ccc([N+](=O)[O-])cc1)N1CCc2ccccc21 | 0 | . | -17 | . | -32% | . | . | -3% | . | .

Reprinted at random: five compounds from above.
SMILES | hERG WT inh | A-T KAP1 phos | KCNH2 3.1 block | TRPV1 ag | a7 integrin act | MLL CXXC-DNA inh | MBNL1-CUG inh | S-ASM inh | FBPA coupling cs | GALK inhibitor
CCCn1nc(NC(=O)c2cccs2)c2cc3ccccc3nc21 | 14 | 25% | 9 | ? | 7% | 0% | ? | 184%[activator] | . | -1%
CCC(C)(C)NC(=O)C(c1ccc(OC)cc1)N(C(=O)CCC(=O)Nc1cc(C)on1)c1ccc(OC)c(OC)c1 (stereo not given) | -13 | 4% | -1 | -1 | 0% | -4% | -1% | 1% | 0 | 8%
CC(=O)C(=Nc1ccc(Cl)cc1Cl)NNc1cccc(Cl)c1 | -2 | -2% | -3 | ? | -28% | -4% | 6% | -23% | -5 | 0%
CCC(C)(C)NC(=O)C(c1ccc(C)cc1)N(Cc1ccco1)C(=O)Cn1nnc2ccccc21 (stereo not given) | -7 | -2% | -25 | 15 | 9% | -2% | -6% | -1% | -10 | -4%
CC(NC(=O)CNC(=O)c1ccco1)c1ccccc1 (stereo not given) | 4 | -1% | -7 | 0 | -31%[inhibitor] | -1% | 1% | -1% | -1 | -2%

New compounds follow.
SMILES | hERG WT inh | A-T KAP1 phos | KCNH2 3.1 block | TRPV1 ag | a7 integrin act | MLL CXXC-DNA inh | MBNL1-CUG inh | S-ASM inh | FBPA coupling cs | GALK inhibitor
COCCn1c(SCc2nc3ccccc3c(=O)[nH]2)nnc1-c1ccncc1 | -6 | -1% | 4 | 11 | -15% | -2% | -16% | 2% | 3 | 2%
COc1ccc(S(=O)(=O)CCC(=O)N(C)c2ccc(OC)cc2OC)cc1 | -15 | 9% | -6 | 3 | -44% | 0% | -19% | 1% | -7 | 0%
Cc1cc(=O)n2c3ccccc3n(CC(O)CN3CCN(CCO)CC3)c2c1C#N (stereo not given) | 2 | -4% | -22 | -3 | 20% | 20% | -20% | 6% | 1 | -3%
COc1ccc(CNC(=O)N2CCN(C(=O)c3ccccc3)CC2)cc1 | -2 | -11% | -7 | -2 | 11% | . | . | 8% | . | .
C[C@H](CO)N1C[C@H](C)[C@@H](CN(C)Cc2ccc3c(c2)OCO3)Oc2c(NC(=O)C3CC3)cccc2C1=O | 17 | -3% | 20 | . | 15% | . | . | -1% | . | .
CCN(Cc1nc2ccccc2c(=O)[nH]1)C(=O)c1ccc(C)c(NC(=O)c2ccco2)c1 | 38 | -6% | 6 | -1 | -9% | . | . | -4% | . | .
CC(C)C(=O)Nc1cccc(C(=O)Nc2nnc(C(C)C)s2)c1 | 0 | -3% | 10 | 1 | -12% | -6% | ? | 0% | 3 | 1%
Cc1cccc(C2c3c(n(C)c(=O)n(C)c3=O)N=C3c4ccccc4C(=O)C32)c1 (stereo not given) | -1 | . | -2 | . | 5% | . | . | -3% | . | .
COc1ccc(C(=O)Nc2nnc(SCC(=O)NCc3ccco3)s2)c(OC)c1 | 12 | 37% | 3 | -3 | -18% | -3% | -4% | -5% | . | -4%
Cc1ccccc1C(C(=O)NCc1ccccc1)N(Cc1ccco1)C(=O)c1ccccn1 (stereo not given) | -2 | -16% | 1 | 14 | -6% | -2% | -3% | -1% | 2 | -1%
CCN(CC)C(=O)CSc1nc2cc(OC)c(OC)cc2c(=O)n1Cc1ccc(Cl)cc1 | -8 | -1% | -30 | 16 | -16% | -18% | 0% | -17% | -1 | -1%
CCCn1nc(NC(=O)COC)c2cc3cc(C)ccc3nc21 | . | 29% | 16 | -3 | -26% | 15% | ? | 364%[activator] | -1 | .
CCOC(=O)NC(=O)CSc1nc2ccccc2[nH]1 | -6 | 9% | -5 | -4 | -5% | 14% | -2% | 1% | -7 | 0%
CCOC(=O)C1=C(N)OC2=C(C(=O)CC(C)(C)C2)C1c1cccnc1 (stereo not given) | 13 | -6% | -16 | 12 | 11% | 2% | -6% | 2% | 2 | -1%
CCOc1ccccc1COC(=O)c1cccc(-n2cnnn2)c1 | 1 | 7% | 5 | 0 | -28% | 7% | 10% | -6% | -2 | 8%
CC1Cc2cc(/C(O)=C3/C(=O)C(=O)N(CCCn4ccnc4)C3c3cccnc3)ccc2O1 (stereo not given) | 3 | 4% | 10 | -5 | 34%[7.66 µM] | 4% | 16% | -1% | 2 | -2%
COc1ccccc1NC(=O)N1CCC(NC(=O)C2CCCCC2)CC1 | -5 | -1% | 11 | -2 | 8% | -3% | -2% | -8% | 1 | -1%
COc1ccc(C(=O)N/N=C/c2ccccc2C(=O)O)cc1OC | -5 | -1% | -2 | -1 | 6% | 1% | -1% | -2% | 0 | -1%
COc1cc(OC)cc(C(=O)NCCC(=O)NCCc2ccc(OC)c(OC)c2)c1 | 1 | 2% | -6 | 0 | 21% | 0% | 1% | 4% | 0 | -1%
Cc1n[nH]c(C)c1C(=O)CC1(O)C(=O)N(CCc2ccccc2)c2ccc(Cl)cc21 (stereo not given) | 0 | -13% | -3 | . | -8% | -4% | 1% | -1% | -1 | -1%
O=C(c1cc(COc2ccc(F)cc2Cl)on1)N1CCCCCCC1 | 0 | 0% | -3 | 10 | 11% | 0% | 2% | -2% | 1 | 1%
CCOc1ccc(CCNC(=O)c2ccc(F)c(S(=O)(=O)N3CCOCC3)c2)cc1OCC | 2 | 3% | 8 | 2 | -20% | 18% | 31%[activator] | 6% | -6 | -4%
C=CCS/C(N)=N\N=C\c1c(O)ccc2ccccc12 | 3 | -1% | 4 | 13 | -15% | -2% | -1% | -8% | -7 | 5%
CC[C@@H](C)[C@H](NS(=O)(=O)c1ccc(C)cc1)C(=O)N1CCC(C(=O)NCC(=O)O)CC1 | 9 | 2% | 10 | 2 | 18% | -3% | 1% | 5% | 0 | 2%
COC(=O)c1sc2nc(SCc3ccccc3C#N)n(N)c(=O)c2c1C | -14 | -3% | -9 | 2 | -7% | -2% | . | -11% | -2 | -1%
CCC(CO)Oc1cc(NC(=O)c2cccc3ccccc23)c2ncn(C(C)C)c2c1 (stereo not given) | 1 | -10% | -43 | . | -38% | . | . | -11% | . | .
CCCCN1C(=O)NC(c2cccc([N+](=O)[O-])c2)C(C(=O)OCC)=C1C (stereo not given) | -15 | . | -5 | . | 2% | . | . | 2% | . | .
Cc1ccc(CNC(=O)CC2C(=O)Nc3c2c(=O)n(C)c(=O)n3Cc2ccccc2)cc1 (stereo not given) | 10 | 0% | -3 | -2 | -1% | -5% | 4% | -2% | 4 | 0%
N#CCC(=O)Nc1ccc(C(=O)OCC(=O)NC2CCCc3ccccc32)cc1 (stereo not given) | 6 | -4% | 6 | . | -3% | . | . | -3% | . | .
